ASM inhibitor = human S-ASM enzyme inhibition; placental ASM, HMU-PC fluorogenic substrate, 60 min; Potency, µM (highest dose often 57.5 µM), for the others: top-dose activity change, negative = inhibition, hits mostly inhibitors; 0.006% of 340,000 active; also: potency is read from the fitted curve at half-maximal effect
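Human placenta-derived ASM enzyme was preincubated with compound for 10 minutes at room temperature, then given fluorogenic substrate HMU-PC0 (9 uM final) for 60 minutes at 37 °C; a pH 10 stop preceded fluorescence reading at Ex 386/Em 447 nm.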
Menin MLL FP TR = menin-MLL binding inhibition, Texas Red mutant peptide | AID 1768 | O00255 | Potency, µM (titrated, usually from 61.6 µM), without a hit: at the highest dose FP activity change, negative = inhibition, usual class: inhibitors | 0.23% of 270,000 active | Menin + Texas Red MLL mutant peptide, fluorescence polarization; active = well fitted inhibition curve with a large enough effect in the polarisation, with a control signal flat, not every such curve was filed as active; inconclusive = small, poorly fitted or top-dose-only effect, or effect the other way, or a change in a side signal; inactive = no such curve, though single readings can be large or run the other way; the % refers to the polarisation; also: potency is read from the fitted curve at half-maximal effect; % of control where 0% means no effect; many of its hits are not listed in these tables
Giardia killer = kills Giardia lamblia; Giardia lamblia trophozoite viability; activity change, % at 7.66 µM, hits read low; 0.15% of 340,000 active; in the data active = activity change below about -80%; inconclusive = between about -30% and that limit;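 also: parasites exposed to compound for two days anaerobically before the ATP read; % is scaled to controls: 0 for no effect and ±100 for the full control effect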
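Trophozoite viability was measured as ATP-dependent luminescence, read 15-30 min after reagent addition. Before that, parasites at 100 cells/well were exposed to compounds for 48 h, anaerobically, at 37 deg C.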
BCR signal inh = inhibitors of chronic active B-cell receptor signaling; Potency, µM (highest dose often 46.1 µM), for inactives: top-dose ratio change, negative = lower green/red ratio, most hits filed as inhibitors; AID 493014; 0.05% of 340,000 active; ABC-DLBCL IkBa-CBG/CBR reporter, luminescence ratio, 4 h; active = well fitted inhibition curve with a large enough effect in the signal ratio, with a control signal flat, not every such curve was filed as active; inconclusive = small, poorly fitted or top-dose-only effect, or effect the other way, or a change in a side signal; the % refers to the signal ratio;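 also: potency is read from the fitted curve at half-maximal effect; plate controls were basal doxycycline-induced cells for no effect and cells given 10 µM MG132 for full effect; MG132 reads +100%, hits lower the ratio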
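TMD8 ABC-DLBCL cells carrying doxycycline-inducible green luciferase fused to IkappaBalpha plus unfused red luciferase were exposed to compounds (up to 46 uM) for 4 hrs at 37C. Activity came from the overlap-corrected green/red luminescence ratio.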
GALK inhibitor = blocks human galactokinase activity. P51570. 0.007% of 270,000 active. Purified GALK, Kinase-Glo residual ATP luminescence. Potency, µM (series often up to 57.5 µM), for the others: at the top dose activity change, negative = inhibition, usual class: inhibitors; also: potency is read from the fitted curve at half-maximal effect; % is scaled to controls: 0 for no effect and ±100 for the full control effect
Target sequence (P51570 whole entry, looked up): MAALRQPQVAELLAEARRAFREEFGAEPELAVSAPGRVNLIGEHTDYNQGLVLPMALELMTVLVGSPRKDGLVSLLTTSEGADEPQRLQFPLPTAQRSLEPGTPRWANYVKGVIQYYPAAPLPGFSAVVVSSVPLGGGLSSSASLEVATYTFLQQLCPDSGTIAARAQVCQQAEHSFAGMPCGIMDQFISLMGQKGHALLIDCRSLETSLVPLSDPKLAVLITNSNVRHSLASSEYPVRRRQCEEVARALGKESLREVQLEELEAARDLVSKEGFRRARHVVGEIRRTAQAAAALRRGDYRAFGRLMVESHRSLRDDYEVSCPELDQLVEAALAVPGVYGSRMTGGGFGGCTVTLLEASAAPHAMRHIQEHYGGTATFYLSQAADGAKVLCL
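Human GALK (5 nM) with 35 uM ATP and 100 uM galactose in 20 mM HEPES pH 8.0, 5 mM MgCl2, 60 mM NaCl, 1 mM DTT, 0.01% BSA. After 1 h at room temperature, leftover ATP was read by Kinase-Glo Plus luminescence.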
B2AR arrestin = recruits beta-arrestin to the human beta2-adrenergic receptor | beta-arrestin recruitment to beta2AR, cell-based reporter | Potency, µM (top dose mostly 46.1 µM), for inactives: at the top dose activation, actives largely listed as activators | 0.02% of 330,000 active | P07550;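 also: potency is read from the fitted curve at half-maximal effect; 0% = DMSO controls and full agonism = EC100 isoproterenol or metaproterenol; nearly all actives have a fitted effect of over 65% in size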
Tb PFK inh = T. brucei PFK enzyme inhibition | O15648 | T. brucei PFK, ADP-Glo luminescence | Potency, µM (titrated, usually from 57.5 µM), inactives show at the top dose activity, negative = inhibition, hits mostly inhibitors | 0.17% of 330,000 active;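 also: potency is read from the fitted curve at half-maximal effect; 0% = uninhibited 1x PFK enzyme wells and -100% = no-enzyme wells; nearly all actives have a fitted effect of over 60% in size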
Target sequence (O15648 whole entry, looked up): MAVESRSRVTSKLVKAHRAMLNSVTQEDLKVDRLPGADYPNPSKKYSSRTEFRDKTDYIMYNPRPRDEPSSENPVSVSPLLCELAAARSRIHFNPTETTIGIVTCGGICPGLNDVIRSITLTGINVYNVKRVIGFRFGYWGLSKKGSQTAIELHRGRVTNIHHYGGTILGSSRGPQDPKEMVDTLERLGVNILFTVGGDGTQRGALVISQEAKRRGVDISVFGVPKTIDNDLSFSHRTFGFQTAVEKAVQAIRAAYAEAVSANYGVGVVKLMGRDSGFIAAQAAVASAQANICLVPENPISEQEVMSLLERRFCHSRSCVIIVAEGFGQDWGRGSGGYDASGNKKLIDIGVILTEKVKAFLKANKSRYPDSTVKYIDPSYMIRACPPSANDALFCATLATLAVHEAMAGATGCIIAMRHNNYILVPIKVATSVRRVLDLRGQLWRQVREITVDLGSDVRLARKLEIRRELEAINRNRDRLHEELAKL
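Luminescent ADP detection (ADP-Glo, two-step: ATP depletion then ADP-to-ATP conversion for luciferase) reported PFK activity after 45 min room-temperature reaction of 1.25 nM enzyme with 0.5 mM F6P and 0.1 mM ATP at pH 8.0.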
PKM2 act = increases activity of human pyruvate kinase M2; purified PKM2, Kinase-Glo ATP luminescence, activation; response scale: 0% is enzyme alone, no compound; Potency, µM (top dose mostly 57.5 µM), without a hit: at the top dose activation, actives largely listed as activators; 0.34% of 260,000 active; AID 1631; also: potency is read from the fitted curve at half-maximal effect; % is scaled to controls: 0 for no effect and ±100 for the full control effect; nearly all actives have a fitted effect of over 55% in size
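hPK-M2, >95% pure; 0.1 mM ADP / 0.5 mM PEP final; imidazole pH7.2 buffer w/ 7 mM MgCl2, 50 mM KCl; 1 h RT; Kinase-Glo lum. Intermediate enzyme activity for dual inhibitor/activator qHTS.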
a7 integrin act = integrin-mediated muscular dystrophy alleviation activation; alpha7betagal myoblasts, beta-gal FDG fluorescence, 48 h; Potency, µM (highest dose often 38.3 µM), for the others: at the top dose activation, hits mostly activators; 0.064% of 350,000 active;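 also: potency is read from the fitted curve at half-maximal effect; 100% = response of the positive control SU9516; nearly all actives have a fitted effect of over 60% in size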
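Alpha7betagal+/- myoblasts (passage 13) were plated 16-24 hr, then exposed to compounds (1:260 dilution of DMSO stock) for 48 hours at 37C. After MPER lysis, β-galactosidase reporter activity was read as FDG fluorescence (ex 480/em 540) after 30 minutes.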
Coupling enz = coupling enzyme interference in Giardia aldolase counter-screen. coupling enzyme system counterscreen, AmpLite Red fluorescence. activity change, negative = inhibition, % at 58.2 µM, hits read low. 0.67% of 290,000 active. AID 2472; in the data active = activity change below about -30%; also: % is scaled to controls: 0 for no effect and ±100 for the full control effect
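Coupling enzymes only (glyceraldehyde-3-phosphate) + compound, at 57.5 uM final, 10 min RT; add substrate/coupling/AmpLite Red mix, 20 min RT; fluorescence ex 525/em 598 nm. Actives flag coupling-system interference.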
PTAP TSG101 blk = blocks PTAP/TSG101 interaction to inhibit HIV-1 budding | Fluorescence polarization, FITC-PTAP peptide / Tsg101 binding | 340,000 tested, under 10 active | AID 493005 | Potency, µM (series often up to 115 µM), for the others: at the highest dose activity change, negative = inhibition, actives largely listed as inhibitors; active = well fitted inhibition curve with a large enough effect in the main read-out, with a control signal flat, not every such curve was filed as active; inconclusive = small, poorly fitted or top-dose-only effect, or effect the other way, or a change in a side signal; inactive = no such curve, though single readings can be large or run the other way; also: potency is read from the fitted curve at half-maximal effect; % of control where 0% means no effect
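Fluorescence polarization binding of Tsg101 binding domain (10 uM final) to FITC-labeled PTAP peptide (50 nM final) in HEPES pH 7.5 buffer with NaCl, Tween 20, EDTA, TCEP. Compounds added before peptide; binding 20 min at RT.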
* marks the source's active call; other numbers are inactive results; ? = inconclusive; · = not tested or not shown; [ ] = dose if it differs, or a comment. Unless noted, calls follow the shape of the dose curve; as a rule, active = well fitted curve in the direction sought with a large enough effect; inconclusive = small, poorly fitted or top-dose-only effect, or another doubt; inactive = no such curve, though single readings can be large; an effect the other way counts as inactive or inconclusive. Not all compounds are listed. The share of hits here may be higher or lower than overall.

entry	Structure	ASM inhibitor	Menin MLL FP TR	Giardia killer	BCR signal inh	GALK inhibitor	B2AR arrestin	Tb PFK inh	PKM2 act	a7 integrin act	Coupling enz	PTAP TSG101 blk
1	COc1cccc(NC(=O)COc2ccc(S(=O)(=O)NC(C)C)cc2)c1	1.6%	6.8%	0.6	-8.4%	0.1%	0.9%	0.7%	-21.7%	2.0%	3.2	-2.2%
2	CCOc1ccc(N2CC(C(=O)Nc3ccccc3N3CCCC3)CC2=O)cc1 (stereo not drawn)	0.1%	·	-2.9	1.8%	4.5%	-0.5%	5.1%	-1.3%	-2.9%	·	-3.9%
3	COc1cc(/C=N/N2CCN(C3c4ccccc4-c4ccccc43)CC2)cc(OC)c1O	-6.4%	6.9%	-8.3	-18.7%	1.7%	0.5%	-1.3%	27.2%	10.2%	-5.1	-5.6%
4	Cc1ccccc1NC(=O)CCC(=O)N/N=C/c1cc([N+](=O)[O-])ccc1O	0.3%	10.1%	11.8	-0.7%	·	-0.4%	-1.4%	-7.8%	7.5%	-2.8	-9.4%
5	Cc1nnc(C)c2c(C)n(C(c3ccccc3)c3ccccc3)c(C)c12	55.2%[activator]	?	-0.7	0.1%	-2.9%	0.3%	1.6%	0.2%	-18.2%	-9.4	1.4%
6	COc1cc(C(C)=O)ccc1OCC(=O)NCCCn1nc(C)cc1C	-1.3%	·	-4.6	0.0%	·	0.1%	9.2%	·	21.8%	·	-2.2%
7	COC(=O)C1C(c2ccccc2)C=CC(c2ccccc2)C1C(=O)O (stereo not drawn)	-0.1%	·	19.4	12.3%	4.2%	-0.3%	-9.6%	0.6%	-7.0%	7.7	-1.6%
8	COc1ccc(/C=C/CN2CCC(n3nccc3NC(=O)C3CCCC3)CC2)cc1	3.0%	-4.8%	-7.3	0.9%	4.4%	-1.3%	-4.8%	-4.2%	-22.7%	2.7	-1.2%
9	O=C(O)C1CC(=O)N(C2CCCCCC2)C1 (stereo not drawn)	3.0%	-6.1%	-2.1	?	-4.3%	-0.1%	-6.6%	-5.1%	2.4%	-0.2	-1.0%
10	Cc1nnc(SCC(=O)c2ccc(S(=O)(=O)N3CCOCC3)cc2)n1-c1ccccc1	2.9%	7.3%	-15.9	0.5%	-0.2%	-3.3%	-2.9%	28.3%	-1.8%	1.6	-2.3%
11	COc1ccc(-c2nnn(CC(=O)N(CC(=O)NCCC(C)C)c3ccccc3)n2)cc1OC	-1.6%	-3.5%	11.6	-0.8%	5.0%	0.5%	2.3%	0.3%	-24.9%	-0.3	-6.2%
12	Cc1ccc(C(=O)Nc2nc(C)c(C(=O)Nc3ccc4c(c3)CCC4)s2)cc1	-13.8%	-16.5%	-2.4	?	0.1%	-0.9%	-2.9%	-21.2%	-30.5%	1.4	-3.5%
13	CCOc1cc(N2CCOCC2)c(OCC)cc1NC(=O)COC(=O)CCOc1ccc(C(C)(C)C)cc1	-7.8%	·	8.5	-10.3%	·	0.3%	-10.1%	·	-12.0%	·	-0.9%
14	COc1ccc(NC(=O)CN(C)CC(=O)Nc2ccccc2SC)cc1	8.4%	-2.4%	-1.6	-7.5%	2.3%	-0.9%	0.9%	-3.7%	0.0%	-2.6	1.0%
15	NC(=O)CNC(=O)c1ccc(Cl)cc1	5.2%	·	16.8	-7.0%	2.3%	-0.1%	4.6%	5.7%	29.7%	3.9	-0.8%
16	O=C(O)c1cc2cc(Cl)cc(Cl)c2oc1=O	-1.6%	-19.5%	1.9	?	-0.4%	-3.3%	-12.4%	-5.5%	-1.8%	5.6	-13.5%
17	O=C(c1ccc2ccccc2c1)N1CCN(c2ccc(C(F)(F)F)cn2)CC1	-21.9%	?	4.8	-2.4%	2.2%	-0.2%	-1.3%	1.3%	-6.4%	0.4	-5.3%
18	COc1ccc(OCC(=O)Nc2ccc(N3CCCCC3)cc2)cc1	1.6%	3.8%	-3.0	1.6%	0.4%	0.5%	7.8%	-5.6%	-14.3%	-0.1	-7.5%
19	CC(C)[C@H](NC(=O)N1CC(=O)Nc2ccccc21)C(=O)N1CCC[C@H]1C(=O)O	-0.2%	-5.6%	0.8	0.2%	·	-1.2%	2.7%	0.1%	10.8%	0.1	1.1%
20	O=C(CSc1n[nH]c(-c2cccs2)n1)N1CCOCC1	0.0%	·	9.2	?	·	0.1%	-0.3%	·	-22.1%	·	0.0%
21	COc1ccc(NC(=O)CSc2ccc(-c3sc(C)nc3C)nn2)cc1OC	-0.3%	·	40.7[activator]	4.9%	-4.7%	0.1%	0.3%	?	11.4%	·	-6.3%
22	Cc1sc(NC(=O)/C=C/c2ccco2)c(C(=O)OC(C)C)c1C	1.5%	28.2%	-9.7	-2.8%	0.9%	-0.3%	1.4%	?	7.7%	-0.2	1.0%
23	COc1cccc2cc(C(=O)Nc3cccnc3N3CCOCC3)c(=O)oc12	2.5%	9.4%	20.3	?	0.0%	0.0%	-5.1%	6.4%	11.5%	0.3	-11.9%
24	COc1ccc(C(=O)N2CC3(CC(c4cccc(NC(=O)COc5ccc(Cl)cc5)c4)=NO3)C[C@@H]2C(N)=O)cc1 (stereo partly drawn)	-20.6%	·	-4.7	?	3.1%	0.2%	-18.0%	0.3%	-25.3%	1.9	0.8%
25	CC(=O)Nc1ccc(NC(=O)CSc2ccc(-c3sc(C)nc3C)nn2)cc1	-0.5%	·	11.2	-7.2%	-4.1%	0.1%	-1.6%	-1.8%	0.0%	·	-0.9%
26	Cc1ccc(C(=O)N2CCCC2)cc1S(=O)(=O)N1CCOCC1	-2.4%	-1.8%	-9.4	0.6%	-0.9%	-0.9%	-3.5%	-0.2%	-3.4%	-2.1	-4.6%
27	Cc1ccc2oc(C(=O)N(C)CCC(O)c3ccccc3)c(C)c2c1 (stereo not drawn)	-0.9%	1.1%	-6.1	?	3.7%	-0.2%	0.8%	-2.7%	0.0%	3.1	0.9%
28	COc1ccc(C)cc1Nc1n[n+](C)c(-c2c3ccccc3cc3ccccc23)s1	25.6%	?	-1.9	?	·	0.5%	0.8%	7.0%	13.7%	-4.1	?
29	O=S(=O)(/N=C(/Nc1nccs1)c1ccc(F)cc1)c1ccccc1	5.8%	·	-6.1	3.3%	·	-0.6%	10.3%	·	24.8%	·	-0.4%
30	C=CCSc1nnc2c(n1)OC(c1ccco1)Nc1ccccc1-2 (stereo not drawn)	1.9%	2.9%	-4.9	?	-1.3%	-0.1%	-0.7%	-10.8%	-6.9%	-14.3	0.2%
31	CCCCN(C)Cc1c(C)[nH]c2ccc(OCC)cc2c1=O	-1.9%	3.5%	-14.2	2.7%	-0.2%	0.1%	-2.6%	-5.4%	9.9%	5.9	-0.2%
32	O=[N+]([O-])c1ccc2c(c1)C(N1CCOCC1)/C(=C/C1(O)CCCCC1)O2 (stereo not drawn)	-0.7%	15.0%	6.4	-4.4%	-0.9%	0.0%	-6.3%	-8.2%	-30.5%	2.7	-0.8%
33	COc1ccc(Cn2nnnc2C(c2ccc(C)cc2)N2CCN(C3CCCC3)CC2)cc1 (stereo not drawn)	-1.4%	-17.3%	8.6	-1.9%	0.5%	0.3%	5.2%	0.0%	-38.4%	0.4	-4.0%
34	O=C(O)c1cccc2c1/C(=N/Nc1ccc([N+](=O)[O-])cc1[N+](=O)[O-])c1ccccc1-2	6.0%	?	-10.9	7.1%	7.8%	0.4%	-1.4%	·	12.9%	2.5	-5.2%

Screens deposited in PubChem BioAssay by National Center for Advancing Translational Sciences (NCATS).
